# Lmaj promast: Leishmania major promastigote growth inhibition. Leishmania major promastigotes, resazurin fluorescence viability. inhibition, % at 10 µM. 9% of 200,000 active; in the data active = inhibition above about 50%;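 note: promastigotes grown with compound for 44 hours at 28 °C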
# TNAP inh hiacc: blocks human TNAP under high phosphate acceptor concentration | inhibition, % at 20 µM | purified TNAP, CDP-star luminescence, 1 M DEA | 0.03% of 200,000 active | AID 1135;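 active = over 50% inhibition of tissue-nonspecific alkaline phosphatase at 20 µM in the single-dose screen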;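 note: plate controls were DMSO wells for no effect and EDTA-quenched wells as full inhibition for full effect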
# Target sequence (P05186 whole entry, looked up): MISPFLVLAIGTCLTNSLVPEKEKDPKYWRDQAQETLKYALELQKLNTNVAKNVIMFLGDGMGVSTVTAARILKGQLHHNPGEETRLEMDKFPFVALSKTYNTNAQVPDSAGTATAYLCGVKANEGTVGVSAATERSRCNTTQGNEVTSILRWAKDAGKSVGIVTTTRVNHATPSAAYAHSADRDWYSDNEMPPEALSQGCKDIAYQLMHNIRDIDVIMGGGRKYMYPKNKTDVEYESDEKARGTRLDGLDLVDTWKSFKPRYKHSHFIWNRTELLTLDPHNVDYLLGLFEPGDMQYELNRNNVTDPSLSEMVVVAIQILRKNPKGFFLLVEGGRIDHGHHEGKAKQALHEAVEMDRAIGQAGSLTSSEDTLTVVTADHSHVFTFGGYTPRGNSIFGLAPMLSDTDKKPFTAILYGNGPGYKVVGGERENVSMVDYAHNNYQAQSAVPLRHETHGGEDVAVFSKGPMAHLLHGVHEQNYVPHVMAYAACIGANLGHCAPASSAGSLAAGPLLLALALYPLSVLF
# PMI act hi M6P: increases human PMI activity with near-saturating mannose 6-phosphate. 0.34% of 190,000 active. activation factor at 20 µM. coupled PMI enzyme assay, resazurin fluorescence, 20 min; active compounds read high; 1 = untreated enzyme, 0 = substrate-free blank. P34949;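 active = activation factor of 2 or more at 20 µM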
# Target sequence (P34949 whole entry, looked up): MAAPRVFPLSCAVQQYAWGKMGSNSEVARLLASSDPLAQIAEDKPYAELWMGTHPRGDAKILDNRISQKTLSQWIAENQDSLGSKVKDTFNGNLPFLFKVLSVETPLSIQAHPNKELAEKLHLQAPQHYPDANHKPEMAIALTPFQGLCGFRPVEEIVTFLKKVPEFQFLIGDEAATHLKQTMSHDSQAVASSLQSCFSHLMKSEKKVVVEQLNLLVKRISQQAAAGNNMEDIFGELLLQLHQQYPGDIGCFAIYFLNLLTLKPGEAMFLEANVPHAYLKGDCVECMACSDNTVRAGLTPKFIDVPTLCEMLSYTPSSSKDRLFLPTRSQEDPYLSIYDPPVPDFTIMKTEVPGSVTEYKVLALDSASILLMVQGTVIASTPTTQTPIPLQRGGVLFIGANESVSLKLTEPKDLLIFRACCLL
#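 Material: human phosphomannose isomerase with PGI, G6PDH, diaphorase coupling enzymes / Reagent: Man-6-P substrate 1.0 mM / Dosing: single compound dose of 20 µM, 1% DMSO final / Incubation: enzyme reaction with compound 20 min at room temperature / Signal: resorufin fluorescence (Ex 544/Em 590 nm) from resazurin via diaphorase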
# PMI act: activators of human phosphomannose isomerase | purified human PMI, coupled resazurin fluorescence, 20 min; active compounds read high; 1 = vehicle control, 0 substrate-free wells | activation factor at 20 µM | 0.005% of 190,000 active | AID 1214;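 active = activation factor of 2 or more at 20 µM, relative to plate controls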
# TNAP act hiacc: TNAP (human) activation, high acceptor | P05186 | purified TNAP, CDP-star luminescence, 1 M DEA, 30 min; active compounds read high; 0 = EDTA background, 1 = DMSO-only activity | activation factor at 20 µM | 200,000 tested, under 10 active | AID 1136;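 active = activation factor at least 2 at 20 µM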
#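 Test system – human TNAP · Doses – 20 µM single point · Incubation – 30 min, room temperature · Signal – luminescent substrate turnover signal · Read-out basis – activation factor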
# TNAP inh noacc: inhibitors of human TNAP without phosphate acceptor; P05186; purified TNAP, CDP-star luminescence, 30 min; inhibition, % at 20 µM; 0.26% of 200,000 active; AID 1012;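 active = tissue-nonspecific alkaline phosphatase inhibition above about 50% at 20 µM in the single-dose screen, limit read from the data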;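 note: 0% = DMSO negative control and 100% = EDTA positive control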
# Diaph act CS: diaphorase activation or chemical reduction counter-screen. Diaphorase/resazurin coupled assay, resorufin fluorescence, 16 min; active compounds read high; 1 = vehicle wells, 0 = NADH-free wells. 0.005% of 190,000 active. activation factor at 20 µM;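 active = diaphorase activity raised at least twofold by the compound at 20 µM; inactive = activation factor below 2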
#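 Material: bacterial diaphorase enzyme (C. kluyveri); amount: enzyme 0.07 U/mL final; reagent: NADH substrate 0.114 mM plus resazurin dye 0.1 mM, final; doses: single compound dose of 20 µM, 1% DMSO final; timing: 16 min enzyme reaction, ambient temperature; measured by: fluorescence of resorufin, 544 nm excitation, 590 nm emission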
# Diaphorase inh: inhibits diaphorase or chemically oxidizes, flagging diaphorase assay artifacts; inhibition, % at 20 µM; diaphorase resazurin-to-resorufin fluorescence, NADH, 16 min; bacterial (C. kluyveri) enzyme, not human; AID 1217; 0.69% of 190,000 active;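 active = primary screen inhibition at 20 µM above a set limit, cut at about 50% in these data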;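 note: plate controls were DMSO with full reaction for no effect and wells lacking NADH for full effect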
#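 System: Bacterial diaphorase enzyme (C. kluyveri) | Incubation: 16-min room-temperature incubation before reading | Benchmarks: No-NADH positive control and DMSO neutral control | Measured by: Resorufin fluorescence 544/590 nm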
# bIAP inh: intestinal alkaline phosphatase (bovine) inhibition; purified bovine IAP, CDP-star luminescence, 30 min; inhibition, % at 20 µM; AID 1019; 190,000 tested, under 10 active;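 active = over 50% inhibition of intestinal alkaline phosphatase at 20 µM in the single-dose screen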
#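 Assay system – bovine IAP enzyme · Quantity – bovine IAP at 1/65,000,000 final dilution · Detection – CDP-star luminescence signal · Times – 30 min reaction at room temperature · Also added – CDP-star substrate at 30 µM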
# bIAP activator: intestinal alkaline phosphatase (bovine) activation; purified bovine IAP, CDP-star luminescence, 30 min; active compounds read high; fold of DMSO-control signal, blank-subtracted; activation factor at 20 µM; 0.17% of 200,000 active;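 active = activation factor of 2 or more at 20 µM, a signal rise over negative controls twice the positive control's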
# Active calls of the source: *.
# Under each structure: Diaph act CS, TNAP inh noacc, bIAP activator, PMI act hi M6P, Lmaj promast, Diaphorase inh, PMI act, bIAP inh, TNAP act hiacc, TNAP inh hiacc
CCC(CC)NC(=O)COC(=O)CCC(=O)c1ccc(Cl)cc1
  0.8, 1, 1, 1.1, -7, 16, 1, -2, 1, -4
COc1ccc(/C=N/Nc2nc(N3CCCC3)nc(N3CCCC3)n2)cc1O
  0.9, -2, 1.1, 1.1, 11, 6, 1.1, -7, 1.1, -6
COc1ccc(NC(=O)CC2C(=O)N(C)C(=S)N2Cc2cccs2)cc1 (centres undefined)
  0.9, 3, 1.2, 1, 54*, 11, 1, -18, 1, 1
Cc1cc(Cl)c(S(=O)(=O)Nc2ccccn2)cc1OCC(N)=O
  1, -10, 0.9, 1, -3, 3, 1, 8, 1.1, -6
COC(=O)c1sc(NC(=O)COc2c(C)cccc2C)nc1C
  0.9, -6, 1, 0.9, 0, 8, 0.9, 4, 1.1, -5
CC(=O)c1cc(F)c(N2CCN(C(=O)c3ccco3)CC2)cc1C
  1, -2, 1, 1, 2, -4, 1, 2, 1, 5
O=C1NC(c2cccs2)Nc2ccccc21 (centres undefined)
  0.9, -11, 1, 1.1, 4, 9, 1, -4, 1, -3
CCOC(=O)N1CCC(Nc2c(NCCN3CCN(Cc4ccccc4)CC3)c(=O)c2=O)CC1
  1.1, -3, 1.1, 1, -2, -11, 1, -15, 1, -2
CC(=O)c1sc(NC(=O)COc2ccc(Br)cc2)nc1C
  0.9, -9, 1, 1, 8, 10, 1, 3, 1.1, -7
COc1ccc(OC)c(/C=C(\NC(=O)c2ccccc2)C(=O)N/N=C/c2ccc(C)s2)c1
  1, 2, 1, 1, 10, -3, 1, -2, 1, -2
O=S(=O)(c1ccc(Cl)cc1)N1CCN(Cc2ccc(O)c3ncccc23)CC1
  0.5, -33, 1.4, 0.5, 98*, 45, 0.7, -44, 1, -1
COc1ccc(N=C2NN=C(c3ccc4c(c3)OCCO4)CS2)cc1
  0.9, 21, 0.9, 1.3, 0, 12, 1.1, 14, 1, -4
O=C1CC(SC(=Nc2ccccc2)Nc2ccccc2)C(=O)N1c1cccc2ccccc12 (centres undefined)
  0.8, -11, 1, 0.9, 41, 23, 0.9, 1, 1.1, -10
Cc1ccc(S(=O)(=O)Nc2ccncc2)c(C)c1N(C)S(=O)(=O)c1ccc(F)cc1
  0.9, 2, 0.9, 1, 27, 6, 1, 12, 1, 0
O=C1OC(c2ccccc2)C2(CCCC2)C(=O)C12CCCC2 (centres undefined)
  0.9, -10, 0.9, 1, -2, 9, 1, 13, 1, -2
CC(=O)c1cccc(S(=O)(=O)N2CCC(C(=O)O)CC2)c1
  1, -9, 1, 1.1, -3, 1, 1.1, -2, 1, -3
COCCNC(=O)C(c1ccccc1)N(C(=O)Cn1nnc2ccccc21)c1cccnc1 (centres undefined)
  0.9, -11, 1, 0.9, -4, 12, 1, 5, 1, -4
CCOC(=O)c1cc(C)sc1N1C(=O)C2C3C=CC(C3)C2C1=O (centres undefined)
  0.9, -16, 0.9, 1.1, -2, 13, 1, 10, 1.1, -7
COc1nc(-c2ccccc2)ccc1-c1noc(-c2ccccc2)n1
  0.9, -4, 1, 0.9, -5, 8, 0.9, 2, 1, 2
CC(C)OC(=O)CCc1nc2ccccc2[nH]c1=O
  0.9, -6, 0.9, 0.9, -2, 15, 0.9, 11, 1, 0
CCOC(=O)N1CCN(C(=O)c2cc3c(s2)-c2ccccc2OC3)CC1
  1.1, -10, 1, 1, -6, -6, 0.9, -3, 1, -1
CC(=O)c1cccc(NC(=S)N2CCC(Cc3ccccc3)CC2)c1
  0.9, -9, 1.1, 1, -3, 5, 0.9, -6, 1, -2
CCOc1cc(C2C(C(=O)N3CCCCC3)=C(C)NC3=C2C(=O)CC(C)(C)C3)ccc1O (centres undefined)
  0.9, 8, 1, 0.8, 1, 15, 1, 1, 1.1, -6
COc1cc(NC(=O)CN2CCN(c3ccccc3F)CC2)cc(OC)c1
  0.9, -3, 1, 0.8, 3, 14, 0.8, -3, 1, 0
COC(=O)CNC(=O)C1CCCN1C(=O)OC(C)(C)C (centres undefined)
  1.1, 2, 1, 1.1, -4, -9, 1, 1, 1.1, -9
NS(=O)(=O)c1ccc(NC(=O)CCCC(=O)O)cc1
  1.2, -12, 1.3, 1.1, -6, -16, 1, -35, 1, -4
O=C(COc1cccc2ccccc12)N/N=C/c1ccc(Sc2nc3ccccc3s2)o1
  0.9, -4, 0.9, 1, 32, 12, 0.9, 13, 1, -4
O=C(CCCOc1ccccc1)Nc1cccnc1
  1, -6, 0.9, 1.1, -3, 3, 1.1, 7, 1, 2
COc1cc(C(=O)Nc2cccc(-c3nc4ccccc4o3)c2C)cc(OC)c1OC
  0.9, -14, 0.9, 0.9, -2, 14, 1, 8, 1.1, -7
CCc1cc(-c2n[nH]c(CCC(=O)O)c2-c2nc3ccccc3n2C)c(O)cc1O
  0.8, -22, 1.3, 0.8, 3, 16, 1, -35, 0.9, 5
Cc1cc(OCCCC(=O)NC2=NCCS2)ccc1Cl
  1, -8, 0.8, 1, -1, 3, 1, 18, 1, -3
CCOc1ccccc1NC(=O)CC(O)(C(F)(F)F)C(F)(F)F
  1.1, -8, 1.1, 1, 0, -7, 1, -12, 1, -4
COc1ccc(-c2nnc(SCC(=O)c3[nH]c(C)c(C(C)=O)c3C)o2)cc1
  0.9, -2, 0.9, 1, -8, 6, 0.9, 12, 1, 3
CCOC(=O)c1sc(NC(=O)c2ccc(S(=O)(=O)N(CC)CC)cc2)nc1C
  1.2, 26, 0.9, 1.2, 12, -17, 1.1, 8, 1.1, -6
Cc1ccc2nc(-c3ccccc3)cc(C(=O)O)c2c1
  0.9, -12, 1, 1.1, 0, 8, 1.2, -2, 1, -4
COc1ccc(-c2cc(C(F)(F)F)nc(N3CCN(C)CC3)n2)cc1
  0.9, -8, 1, 0.9, 38, 10, 0.9, 2, 1.1, -5
Cn1c(SCC(=O)NNC(=O)c2ccc(Cl)cc2)nnc1-c1cccnc1
  0.9, -32, 1.2, 1.1, -5, 8, 1.1, -22, 1.1, -7
O=C1NC2(CCCC2)C(=O)N1CCS(=O)(=O)Oc1ccccc1
  1, -4, 0.9, 1.1, -8, 3, 1, 7, 1, -3
Cc1ccc(NC(=O)c2cc(N3C(=O)C=CC3=O)ccc2Cl)cc1C
  0.8, -14, 1, 1.1, -6, 20, 1, -1, 1, 1
N#Cc1c(N)sc(=S)c2c1CCCCC2
  0.6, 18, 0.9, 1.8, -5, 45, 1.2, 12, 1, -1
Cn1cccc1Cc1nnc(SCC(=O)Nc2ccc3c(c2)OCO3)n1CCc1ccccc1
  0.7, 0, 0.9, 0.8, 3, 29, 0.8, 6, 1.1, -7
C(=N\Nc1ccccn1)/c1ccc2c(c1)OCCO2
  0.9, -2, 1, 0.9, 15, 8, 0.9, 4, 1, 1
C/C(=N\NC(=O)c1ccc(Cl)cc1)c1cccc(NC(=O)c2cccnc2)c1
  1, -2, 1, 1, 11, 2, 1.1, 5, 1, -3
CS(=O)(=O)c1nc(-c2cccs2)cc(C(F)(F)F)n1
  0.8, -8, 0.9, 1.2, 37, 16, 1.1, 8, 1.1, -5
Cc1cc(C)n(-c2nc(NCC3CCCO3)c3c4c(sc3n2)COC(C)(C)C4)n1 (centres undefined)
  0.5, -4, 1.1, 1, 38, 45, 0.9, -8, 1, -1
CCOC(=O)c1c(C)c(C(=O)N2CCN(c3cccc(Cl)c3)CC2)c(C)n1C
  0.8, -2, 1, 0.9, -3, 21, 0.8, 3, 1, 1
COCc1nc(-c2cc(Br)ccc2OC)no1
  0.9, -12, 0.9, 1, 1, 10, 0.9, 9, 1, -5
CCC1CCC2(CC1)NNC(=S)NN2
  0.9, -2, 1, 1.8, -2, 13, 1.4, -4, 1.1, -8
COc1ccc(NC(=O)CC#N)cc1OC
  0.8, -4, 1, 0.9, -5, 16, 0.9, 2, 1, -1
CCOC(=O)c1cnn(-c2ccccc2)c1NC(=O)c1ccccc1C
  0.9, -4, 1, 1, 5, 7, 0.9, -1, 1, -2
CC(=O)c1c(C)[nH]c(C(=O)OCC(=O)N2CCc3ccccc32)c1C
  1.1, -4, 0.9, 1.1, 2, -11, 1, 7, 1, -4
Cc1nn(C)c(Cl)c1CN1CCCC(CO)(Cc2ccccc2)C1 (centres undefined)
  0.8, -12, 1.1, 0.9, 24, 21, 0.9, -7, 1.1, -8
Cc1ccsc1/C=N/NC(=O)c1ccco1
  0.8, -5, 1, 1, -3, 20, 1, 5, 1.1, -9
CCOC(=O)N1CCC(NC(=O)c2ccc(CNS(=O)(=O)c3ccc(F)cc3)cc2)CC1
  1, -8, 1, 1.1, 0, 4, 1, -1, 1, 4
CCOC(=O)Nc1ccc(S(=O)(=O)N(C)C(C)C)cc1
  0.9, -22, 0.8, 1, -6, 10, 1, 20, 1.1, -5

# Random excerpt: 4 records from the list, in no set order.
# Under each structure: Diaph act CS, TNAP inh noacc, bIAP activator, PMI act hi M6P, Lmaj promast, Diaphorase inh, PMI act, bIAP inh, TNAP act hiacc, TNAP inh hiacc
CS(=O)(=O)c1nc(-c2cccs2)cc(C(F)(F)F)n1
  0.8, -8, 0.9, 1.2, 37, 16, 1.1, 8, 1.1, -5
Cn1c(SCC(=O)NNC(=O)c2ccc(Cl)cc2)nnc1-c1cccnc1
  0.9, -32, 1.2, 1.1, -5, 8, 1.1, -22, 1.1, -7
Cc1ccsc1/C=N/NC(=O)c1ccco1
  0.8, -5, 1, 1, -3, 20, 1, 5, 1.1, -9
CCOC(=O)c1cnn(-c2ccccc2)c1NC(=O)c1ccccc1C
  0.9, -4, 1, 1, 5, 7, 0.9, -1, 1, -2

# Arranged by length of the SMILES (smallest number first): 5 of the compounds above
# Under each structure: Diaph act CS, TNAP inh noacc, bIAP activator, PMI act hi M6P, Lmaj promast, Diaphorase inh, PMI act, bIAP inh, TNAP act hiacc, TNAP inh hiacc
COCc1nc(-c2cc(Br)ccc2OC)no1
  0.9, -12, 0.9, 1, 1, 10, 0.9, 9, 1, -5
Cc1cc(OCCCC(=O)NC2=NCCS2)ccc1Cl
  1, -8, 0.8, 1, -1, 3, 1, 18, 1, -3
C(=N\Nc1ccccn1)/c1ccc2c(c1)OCCO2
  0.9, -2, 1, 0.9, 15, 8, 0.9, 4, 1, 1
CC(=O)c1c(C)[nH]c(C(=O)OCC(=O)N2CCc3ccccc32)c1C
  1.1, -4, 0.9, 1.1, 2, -11, 1, 7, 1, -4
CCOC(=O)c1c(C)c(C(=O)N2CCN(c3cccc(Cl)c3)CC2)c(C)n1C
  0.8, -2, 1, 0.9, -3, 21, 0.8, 3, 1, 1

# Source: PubChem BioAssay (several laboratories)
